All columns: NCI-60 one-dose screen, growth in % after 48 h at 10 µM unless noted; 100 = growth as untreated, 0 = no growth, -100 = all killed.
TK-10 = TK-10 renal cancer cells. 3.9% of 81,000 active
786-0 = 786-0 renal cancer cells. 5.1% of 81,000 active
NCI/ADR-RES = NCI/ADR-RES ovarian cells | 4.4% of 81,000 active
ACHN = ACHN renal cancer; AID 1794771; 4.9% of 81,000 active
UO-31 = UO-31 renal cancer. AID 1794768. 5.2% of 81,000 active
IGROV1 = IGROV1 ovarian cancer | 4.7% of 79,000 active
CAKI-1 = CAKI-1 renal cancer | AID 1794772 | 4.7% of 75,000 active
SN12C = SN12C renal cancer cells | 3.8% of 81,000 active | AID 1794767
The depositor's hits bear a star; / = not tested or not shown; & = joins results of further samples. How the source made its calls: active means growth percent below 10; inactive means the rest. This is a random part of the collection; 9.3% or so of the library scored in one or more.

SMILES | TK-10 | 786-0 | NCI/ADR-RES | ACHN | UO-31 | IGROV1 | CAKI-1 | SN12C
CCCOc1ccc(OCC(=O)c2ccccc2)cc1 | 112 | 99 | 104 | 111 | 81 | 94 | 102 | 106
CCOC(=O)NCc1ccccc1 | 102 | 93 | 103 | 118 | 87 | 105 | 98 | 103
NC(=O)SCC(=O)Nc1ccccc1-c1ccccc1 | 106 | 96 | 106 | 83 | 65 | 133 | 105 | 91
CC(=O)C1CCC2C(CCC3=CC(=O)CCC32)C1 (configuration not stated) | 97 | 96 | 103 | 104 | 75 | 100 | 95 | 97
COc1cc2nc(-c3ccc(C(F)(F)F)cc3)cc(OCCN3CCCC3)c2cc1OC | 93 | 76 | 73 | 84 | 54 | 61 | 69 | 72
CCOC(=O)N1C(=O)c2ccccc2C1=O | 103 | 104 | 114 | 111 | 97 | 111 | 93 | 108
Cn1nc(CC#N)c2c(=N)n(N)cnc21 | 104 | 123 | 113 | 108 | 80 | 103 | 95 | 99
Cc1ccc(-c2nc(C#N)c(NCC(c3ccc(Cl)cc3)N3CCCCC3)o2)cc1 (configuration not stated) | 102 | 95 | 91 | 93 | 73 | 90 | / | 103
Cc1ccccc1NC(=O)CSc1nc2ccccc2[nH]1 | 96 | 97 | 101 | 98 | 80 | 101 | 80 | 100
NC(=N\N=C\c1ccccc1)/C(N)=N/N=C/c1ccccc1 | 105&100 | 100&108 | 110&105 | 96&92 | 96&105 | 112&96 | 99&111 | 104&131
COc1ccc(C(=O)C(CN(C)C)c2ccccc2)cc1 (configuration not stated) | 29 | -36* | 9.3* | -71* | -19* | 1.3* | -47* | 31
CC(=O)n1c2ccccc2c2ccccc21 | 115 | 91 | 100 | 117 | 84 | 101 | 98 | 107
O=C1c2ccccc2-c2ccc([N+](=O)[O-])cc21 | 104 | 95 | 111 | 115 | 110 | 133 | 114 | 101
CCOC(=O)CN(c1sc(C)c(C)c1C(=O)OCC)S(=O)(=O)c1ccc(C)cc1 | 121 | 93 | 88 | 98 | 81 | 111 | 73 | 87
O=CC(=O)c1ccc(-c2ccc(C(=O)C=O)cc2)cc1 | 96 | 102 | 103 | 104 | 86 | 108 | / | 106
COc1ccc(C2=NN(c3ccc(S(N)(=O)=O)cc3)C(c3cn(-c4ccccc4)nc3-c3ccccc3)C2)cc1 (configuration not stated) | 95 | 106 | 89 | 88 | 68 | / | 90 | /
C=CCSC(SCC=C)c1ccc(Cl)cc1 | 104 | 97 | 109 | 101 | 96 | 99 | 98 | 101
CCC(C(N)=O)N1C(=O)C2C3CCC(C3)C2C1=O (configuration not stated) | 102 | 103 | 105 | 103 | 91 | 101 | 95 | 100
CC(C)[C@@H]1CC[C@@H](C)C[C@H]1OC(=O)c1ccc(N)cc1 | 94 | 92 | 99 | 96 | 76 | 88 | 88 | 92
COc1cc(C=NCCN=Cc2cc(OC)c(OC)c(OC)c2)cc(OC)c1OC | 116 | 92 | 104 | 102 | 82 | 112 | 101 | 103
O=S1(=O)N(Cc2ccccc2)[C@@H](Cc2ccccc2)[C@H](O)[C@H](O)[C@H](Cc2ccccc2)N1Cc1ccccc1 | 60 | -1.4* | -7.9* | -7.0* | 0.0* | 10 | -19* | 5.1*
CNC(=O)c1cc(-n2ccc3cc(NC(=O)c4ccc(Cl)c(C(F)(F)F)c4)ccc32)ccn1 | 98 | 108 | 89 | 91 | 106 | 99 | 91 | 93
O=C(Nc1cccc(-n2ccc3c(NC(=O)c4ccccc4)nccc32)c1)c1cc(N2CCOCC2)cc(C(F)(F)F)c1 | / | -32* | 7.2* | 6.0* | 9.8* | 4.3* | 24 | 19
CC12CCC(C(NC(=S)NN)C1=O)C2(C)C (configuration not stated) | 108 | 110 | 112 | 106 | 77 | 117 | 108 | 100
C=C(C)[C@@H]1CC[C@]2(C(=O)O)CC[C@]3(C)[C@H](CC[C@@H]4[C@@]5(C)Cc6cc(Cc7ccc(Cl)cc7)oc6C(C)(C)[C@@H]5CC[C@]43C)[C@@H]12 | 94 | 98 | 99 | 98 | 90 | 104 | / | 100
More compounds:
SMILES | TK-10 | 786-0 | NCI/ADR-RES | ACHN | UO-31 | IGROV1 | CAKI-1 | SN12C
CCOC(=O)c1nnc2c(Cc3ccccc3)nc3ccccc3n12 | 112 | 99 | 98 | 104 | 85 | 110 | / | 102
CCCC(C)Sc1nc2c([nH]1)c(=S)n(C)c(=O)n2C (configuration not stated) | 96 | 95 | 84 | 100 | 90 | 89 | 91 | 99
Cc1ccc(-c2nnc(SCC(=O)NC3=NN=C(c4ccc(Cl)cc4)CS3)o2)cc1 | 101 | 100 | 101 | 101 | 91 | 108 | / | 99
COc1cc2c(cc1OC)C(Cc1cc(OC)c(OC)cc1[N+](=O)[O-])=NCC2 | 73 | 88 | 82 | 85 | 67 | 98 | 88 | 78
COc1ccc(/C=C/C(=O)c2ccc(NC(=O)c3ccccc3CN3C(=O)c4ccccc4C3=O)cc2)c(OC)c1 | 119 | 102 | 97 | 88 | 76 | 110 | 84 | 92
CNC(=O)C(c1ccc(Cl)cc1)c1ccc(Cl)cc1 | 91 | 95 | 95 | 95 | 80 | 95 | 91 | 94
CC(=O)COc1ccc(/C=C2\CCCC3C2=NNC3c2ccc(OCC(C)=O)cc2)cc1 (configuration not stated) | 99 | 104 | / | 101 | 97 | 104 | 99 | 97
O=C(N/N=C/c1ccccc1O)C(=O)Nc1ccc(F)cc1 | 54 | 54 | 18 | 30 | 19 | 53 | 23 | 45
CCC(C)(C)c1ccc([N+](=O)[O-])cc1 | 100 | 107 | 106 | 109 | 97 | 99 | 95 | 104
CC1=C(Nc2ccccc2)C(=O)OC1C (configuration not stated) | 107 | 98 | 101 | 70 | 71 | 97 | 98 | 80
O/N=C(\CSc1nnc(-c2c[nH]c3ccccc23)n1-c1ccccc1)c1ccc(Br)cc1 | -83* | 35 | -74* | -84* | 3.6* | -65* | -94* | -77*
C/C(Cc1ccc(Cl)cc1)=C(\c1ccc(OCCN2CCCCCC2)cc1)c1ccc(OC(=O)Cc2ccccc2)cc1 | 87 | 65 | 72 | 85 | 45 | 45 | 79 | 69
CCOC(=O)CCN(Cc1ccccc1)C(=S)Nc1ccccc1 | 100 | 103 | 106 | 101 | 97 | 102 | 97 | 102
CC(C)(C#N)Nc1ccccc1 | 115 | 101 | 116 | 98 | 103 | 121 | 84 | 99
COc1cc(Cn2c(SCCC(=O)Nc3ccc(F)cc3)nc3ccccc3c2=O)cc(OC)c1OC | 101 | 91 | 84 | 82 | 54 | 78 | 74 | 83
C=CCN=c1sc(-c2ccc3ccccc3c2)cn1NC(=O)c1cc2ccc1CCc1ccc(cc1)CC2 | 80 | 70 | 67 | 72 | 42 | 81 | 61 | 74
C=C1N(C)c2ccc(Cl)cc2C1(C)C | 84 | 76 | 96 | 95 | 79 | / | / | 55
CS(=O)(=O)c1ccc(-c2nc3ccccn3c2/C=N/Nc2nc(-c3ccccc3)cs2)cc1 | / | 98 | 99 | 97 | 77 | 88 | 86 | 100
O=C(NCCNc1nccc(-c2c(-c3cccc(O)c3)nc3sccn23)n1)c1ccccc1 | / | 67 | 100 | 60 | 88 | 57 | 88 | 66
CC(C)C(C)CC(=O)O (configuration not stated) | 96 | 100 | 109 | 101 | 87 | 107 | 99 | 98
CC(=O)N1Cc2ccccc2C(C)Cc2cc(F)ccc21 (configuration not stated) | 104 | 103 | 120 | 110 | 85 | 107 | 92 | 106
CC(=O)OC1[C@@H](OC(C)=O)[C@H](OC(C)=O)C2(CO2)[C@H](OC(C)=O)[C@H]1OC(C)=O (some centres not stated) | 95 | 88 | 98 | 82 | 57 | 100 | 84 | 91
COc1cccc(C(Cc2ccccc2)NCc2ccccc2)c1O (configuration not stated) | 91 | 77 | 88 | 100 | 77 | 76 | 84 | /
CCOC(=O)c1cc(C)[nH]c(=O)c1C#N | 101 | 100 | 109 | 101 | 105 | 118 | 57 | 102
Cc1nc(Nc2cn[nH]c2C(=O)Nc2ccc(CN3CCN(C)CC3)cc2)c2ccsc2n1 | 114 | 65 | 110 | 93 | 60 | 77 | 62 | 75

An excerpt of these results, as tab-separated lines.
SMILES	TK-10	786-0	NCI/ADR-RES	ACHN	UO-31	IGROV1	CAKI-1	SN12C
COc1cc(C=NCCN=Cc2cc(OC)c(OC)c(OC)c2)cc(OC)c1OC	116	92	104	102	82	112	101	103
CCOC(=O)NCc1ccccc1	102	93	103	118	87	105	98	103
O=S1(=O)N(Cc2ccccc2)[C@@H](Cc2ccccc2)[C@H](O)[C@H](O)[C@H](Cc2ccccc2)N1Cc1ccccc1	60	-1.4*	-7.9*	-7.0*	0.0*	10	-19*	5.1*
O/N=C(\CSc1nnc(-c2c[nH]c3ccccc23)n1-c1ccccc1)c1ccc(Br)cc1	-83*	35	-74*	-84*	3.6*	-65*	-94*	-77*

New compounds follow:
SMILES | TK-10 | 786-0 | NCI/ADR-RES | ACHN | UO-31 | IGROV1 | CAKI-1 | SN12C
COc1ccc(/C=C/c2nc(NCCCN(C)C)c3ccccc3n2)cc1 | 89 | 78 | 88 | 122 | 82 | 50 | 88 | 87
CC1=C(C)C(=O)C(Nc2ccc(C(=O)OC(C)(C)C)cc2)=CC1=O | 131 | 108 | 86 | 85 | 71 | 82 | 81 | 81
O=C1/C(=C/c2ccc(Br)cc2)C=C(c2ccccc2)N1CCc1ccccc1 | 13 | -8.7* | 28 | 13 | 45 | 42 | 64 | 50
C=C(C)[C@@H]1CC=C2c3sc(-c4ccc(Oc5ccc(C(F)(F)F)cn5)cc4)nc3C[C@@H](C)[C@]2(C)C1 | 117 | 98 | 99 | 91 | 73 | 94 | 88 | 85
O=C(O)c1ccsc1Cc1cccs1 | 97 | 95 | 114 | 95 | 84 | 96 | 99 | 94
CCCOC(=O)Nc1ccc(OCC)cc1 | 119 | 88 | 103 | 109 | 100 | 114 | 104 | 113
Cc1cc(C)c2c(=O)[nH]c(SCC(=O)Nc3cccc(S(=O)(=O)N(C)C)c3)nc2n1 | 98 | 93 | 105 | 108 | 95 | 41 | 107 | 109
Cc1ccc(C(=O)CCCCC(=O)c2ccc(C)cc2)cc1 | 96 | 106 | 95 | 102 | 65 | 105 | 91 | 95
N#CC(=Nc1ccccc1)Nc1ccccc1 | 110 | 105 | 107 | 112 | 96 | 114 | 88 | 109
CC(C)C[C@@H]1c2c(O)c(C=O)c(O)c(C=O)c2O[C@@H](c2c(O)c(C=O)c(O)c(C=O)c2O)[C@H]1C(C)C | 103 | 98 | 113 | 105 | / | 120 | 91 | 97
CC(/C=C/C(O)=C1/C(=O)CNC1=O)=C\[C@@H](C)[C@H]1O[C@@]2(C)O[C@H](C(=O)[C@@H]3O[C@@]32C)[C@@H]1C | 112 | 93 | 44 | 98 | 83 | 127 | 93 | 104
Oc1ccc2[nH]cc(-c3cncc(-c4c[nH]c5ccc(O)cc45)c3)c2c1 | 104 | 100 | 102 | 98 | 91 | / | 98 | /

For convenience, part of the list above.
SMILES | TK-10 | 786-0 | NCI/ADR-RES | ACHN | UO-31 | IGROV1 | CAKI-1 | SN12C
CCCOc1ccc(OCC(=O)c2ccccc2)cc1 | 112 | 99 | 104 | 111 | 81 | 94 | 102 | 106
CCOC(=O)NCc1ccccc1 | 102 | 93 | 103 | 118 | 87 | 105 | 98 | 103
NC(=O)SCC(=O)Nc1ccccc1-c1ccccc1 | 106 | 96 | 106 | 83 | 65 | 133 | 105 | 91
CC(=O)C1CCC2C(CCC3=CC(=O)CCC32)C1 (configuration not stated) | 97 | 96 | 103 | 104 | 75 | 100 | 95 | 97

Screening data (PubChem)
